# mHTT CaM bind = disrupts binding of mutant huntingtin to calmodulin | inhibition, % at 15 µM | 190,000 tested, 3.6% active | AlphaScreen His-mHTT/GST-CaM binding, luminescence;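 note: 0% = both proteins with DMSO and 100% = one protein alone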
# Pf apPOL block = Pf-apPOL DNA polymerase inhibition; Recombinant Pf-apPOL, molecular beacon fluorescence, 1.5 h; inhibition, % at 10 µM; 210,000 tested, 0.25% active; AID 1794808
# Active calls of the source: *; i = inactive; · = not tested or not shown; & = joins results of further samples. Cut-off read from the data, not from the text of the source: active = inhibition above about 50%; inactive = the rest.
# Each structure is followed by: mHTT CaM bind, Pf apPOL block
Cc1c(C(=O)N(C)Cc2ccccc2)oc2ccc(S(=O)(=O)N3CCOCC3)cc12
  -5, -4
Cc1ccccc1-n1nc2c(c1NC(=O)c1ccc(Br)o1)CS(=O)(=O)C2
  -4, -6
CCc1ccc(CNC(=O)C2CC(=O)N(Cc3ccc(OC)cc3)C2)cc1 (centres undefined)
  0, -3
Cn1c(SCC(=O)O)nnc1-c1ccc(NC(=O)c2ccccc2Cl)cc1
  1, 85*
CC1(C(=O)O)NC(c2ccc(O)cc2O)C2C(=O)N(c3ccc(Br)cc3)C(=O)C21 (centres undefined)
  -3, 0
COc1ccc(-c2cc(C(F)(F)F)n3ncc(C(=O)Nc4cc(C)on4)c3n2)cc1OC
  -6, -3
O=C1N/C(=C\c2ccccc2F)C(=O)N1Cc1ccc(Br)cc1
  -2, -5
Cc1ccc(NC(=O)C(Cc2ccccc2)NS(=O)(=O)c2cccs2)c(Cl)c1 (centres undefined)
  -3, -8
Cc1nc(N2CCOCC2)nc(Nc2cccc(Cl)c2)c1[N+](=O)[O-]
  6, -4
Cc1c(OCc2ccccc2)ccc2c3c(c(=O)oc12)CCC3
  -2, -6
Cc1ccccc1N(C)C(=O)c1noc2c1CCCCC2
  -4, -2
COc1cccc(NC(=O)Nc2ccccc2C)c1
  -7, -6
Cc1cc(Cl)ccc1NC(=O)N1CCCN(C2CCN(CC3CC3)C2=O)CC1 (centres undefined)
  11, 7
Cc1ccc([C@H]2C[C@@H](O)[C@H](n3cc(COC(=O)c4ccccc4)nn3)CN2C(=O)c2cccs2)cc1
  0, -4
COC(=O)C(Cc1cccc(C)n1)(c1ccccc1)c1ccccc1
  ·, -2
Cc1ccc(C(=O)Nc2ccc(-c3nc4ncccc4o3)cc2)c(Cl)c1
  27, -3
Cc1cc2c(cc1C)C(c1ccccc1C)CC(=O)N2 (centres undefined)
  0, -8
O=C(CSc1nnc(Cn2ccc(=O)[nH]c2=O)o1)c1ccc(F)cc1
  27, 2
O=C(CC1CCCC1)NCc1cccnc1-c1ccc(F)cc1
  -3, -1
Cc1cc2n(n1)CCC(=O)N2CCCC(=O)N1CCN(c2ccc(Cl)cc2)CC1
  23, -4
CS(=O)(=O)c1cccc(C(=O)Nc2ccc3sccc3c2)c1
  -2, 2
Cc1ccnc(N2CCC(C(=O)N3CCN(c4ccccc4F)CC3)CC2)n1
  3, -1
O=C(NCC(=O)N1CCCc2ccccc21)c1cnccn1
  -2, -4
N[n+]1cnn(CC(=O)c2ccccc2)c1
  -1, 0
N#CCC[C@H]1CC[C@]2(CCCN(C(=O)c3ccco3)C2)O1
  -3, -7
CC(C)(C)NC(=O)N1CCC(c2nnc(C3CC3)o2)CC1
  -7, -9
Cc1ccc(CNC(=S)N(C)C)cc1
  ·, 5
Cc1nc(-c2ccc(OCc3ccc(F)c(F)c3)cc2)no1
  -13, -6
COc1ccccc1C(=O)Nc1cccc2cccnc12
  -49, -2
CC(C)NCC(O)COc1cccc2ccccc12 (centres undefined)
  ·, -1
O=C(O)CC(c1ccccc1)c1ccccc1O (centres undefined)
  -5, 1
Cc1ccc(C(=O)N2CCCCC2CCN2CCN(C)CC2)cc1 (centres undefined)
  8, -4
Cc1ccc(CNC(=O)c2oc3ccc(S(=O)(=O)N4CCC(C)CC4)cc3c2C)cc1
  -7, -3
O=c1oc2ccccc2c(O)c1C=Nc1cccc(C(F)(F)F)c1
  7, 4
Cc1cccc(-c2cc(NC(=O)c3ccc([N+](=O)[O-])cc3)n[nH]2)c1
  5, 1
O=C(Nc1ccc(F)c(Cl)c1)/C(=C/c1cccc([N+](=O)[O-])c1)NC(=O)c1ccccc1F
  -3, -9
ON(Cc1ccccc1)Cc1ccccc1
  ·, 12&24
COc1ccc(C(=O)Nc2sc3c(c2C(N)=O)CCCCCC3)cc1OC
  -7, -7
CCCN(CCC)c1nc(C)nc2c1sc1nc3c(cc12)COC(C)(C)C3
  -2, 4
C=CCn1c(SCCC)nc2ccccc2c1=O
  -63, 1
O=C(CSC1CC(=O)N(c2ccc(F)cc2)C1=O)Nc1ccc(Cl)cc1 (centres undefined)
  1, -3
Cc1onc(-c2cccc(F)c2)c1C(=O)NC1CC1
  -3, -4
CCNc1nc(NCC)n2c(SCC(=O)Nc3cc(C)ccc3OC)nnc2n1
  -11, 3
COCCNC(=O)C1c2ccccc2CCN1C(C)=O (centres undefined)
  -5, 0
CCS(=O)(=O)N1CCN(c2nc(C)nc(C)c2Cc2ccc(Cl)cc2)CC1
  53*, 1
COc1nc(N(C)S(=O)(=O)c2ccc(C)cc2)nc(C)c1Br
  0, 6
CCOc1ccccc1C(=O)N1CCc2nc3cc[nH]n3c(=O)c2C1
  1, -6
COc1ccc(NC(=O)Nc2nnc(CSc3ccc(Cl)cc3)s2)cc1
  -1, 1
Cc1ccc(S(=O)(=O)Nc2cccc(C(=O)O)c2)c(C)c1C
  -4, -1
Cn1ncc(Br)c1C(=O)Nc1nc2ccc(Br)cc2s1
  13, 3
COc1cccc(CNC(=O)C2(C)CCCN(C(=O)C3CCC3)C2)c1 (centres undefined)
  -14, -3
Cc1cccc(NC(=O)Cn2nc3c(cc2=O)CCCC3)c1C
  1, -1
Cc1ccc2c(c1)N(S(=O)(=O)c1ccc3[nH]c4c(c3c1)CCCC4)CCO2
  42, 0
O=C(c1cc2ccccc2oc1=O)N1CCC(CSC2=NCCS2)CC1
  9, -10
COc1ccccc1Cn1c(C(=O)N2CCNC(C)C2)cc2ccoc21 (centres undefined)
  10, 6
CC1CCN(Cc2csc(N3CCN(C(=O)Cc4cccs4)CC3)n2)CC1
  23, -3
CC(=O)c1ccc(N=Cc2c(C)[nH]c3ccccc23)cc1
  4, 10
Cc1cc(C)n(-c2ccccc2)c2nn(-c3ccccc3)c(=O)c1-2
  ·, -4
O=C(O)C1CCCCC1C(=O)Nc1cccc([N+](=O)[O-])c1 (centres undefined)
  2, -6
COC(=O)C=C1NCC(O)CNC1=O (centres undefined)
  ·, 1

# Additional records
# Each structure is followed by: mHTT CaM bind, Pf apPOL block
CC(=O)NCCc1csc(C2CCN(C(=O)c3ccc(C)cc3C)CC2)n1
  17, 1
CCn1c(Cn2cnc([N+](=O)[O-])n2)nnc1SC
  -4, ·
Cc1cccc(-c2ncc(C(=O)NC3CC3)c(N(C)C(C)C)n2)c1
  13, -5
COc1cc(NC(=O)Nc2cccc(OC)c2OC)c2ncccc2c1
  -10, 4
Cc1ccccc1NC(=O)CCc1cccc2[nH]ccc12
  0, -2
Cc1ccc(-c2cc(N3CCN(C(=O)Nc4ccccc4)CC3)ncn2)cc1
  1, -12
N/C(=N\OC(=O)c1ccc([N+](=O)[O-])cc1Cl)c1ccc(Cl)cc1
  i, 2
CN(C(=O)Nc1ccc(C(C)(C)C)cc1)C1CCCCC1
  ·, 3&-2
O=C1C2C3c4ccccc4C(C(=O)O)(c4ccccc43)C2C(=O)N1c1cccc(Cl)c1 (centres undefined)
  -3, -2
Cc1cc(C)cc(C(=O)N2CCc3c(nc[nH]c3=O)C2)c1
  -7, -8
Cc1ccc(N(C(=O)c2ccccn2)C2(C(=O)NC3CCCC3)CCCCC2)cc1
  6, 3
Cc1nc2ccccc2c2c1C(=O)N(c1ccc(F)c(F)c1)C2=O
  3, 2
O=C(NCCCN1CCOCC1)c1c(O)c2cccc3c2n(c1=O)CC3
  12, 1
O=C(c1ccc2c(c1)OCO2)N1CCOC2(CCOCC2)C1
  -1, -1
CC(=O)NCc1csc(C2CCN(C(=O)c3ccc(C(C)(C)C)cc3)CC2)n1
  16, -4
CN(C)C=Nc1cc(N(C)C)nc2ccccc12
  -2, -5
CCOc1cc(C2C(C#N)=C(N)Oc3n[nH]c(C(C)C)c32)cc([N+](=O)[O-])c1O (centres undefined)
  8, -5
Oc1ccccc1CN1CCCC1
  1, -1
CC(C)c1ccc(OCC(=O)N2CCN(c3ccccn3)CC2)c(Br)c1
  -2, -2
CN(CCCNC(=O)C1CCC(=O)N1Cc1ccc(F)cc1)c1ccccc1 (centres undefined)
  5, -27
CCC(CC)C(=O)N1CCC(C(=O)NCCc2csc(-c3ccccc3)n2)CC1
  9, -2
O=C(Cc1ccccc1)Nc1ccccc1F
  -3, -5
CCCCN(CCCC)C(=O)Cn1ccc(=N)c2ccccc21
  -4, -5
Cc1cccc2c(=O)n(C)c(CCC(=O)NCc3ccc(Br)cc3)nc12
  -3, -1
O=C(Nc1ccccc1C(F)(F)F)c1noc2c1CCCCC2
  -19, 0
O=S(=O)(c1ccc(F)c(Cl)c1)N1CCc2nc[nH]c2C1
  12, 1
CCSc1ccccc1C(=O)Nc1nnc(-c2cc(Cl)ccc2Cl)o1
  16, -62
Cc1ccc([C@H]2C[C@H](O)[C@@H](n3cc(-c4ccc(F)cc4)nn3)CN2C(=O)C2CCCCC2)cc1
  74*, 0
CCN1C(=O)Cc2ccccc2C1C(=O)N1CCN(c2cccc(OC)c2)CC1 (centres undefined)
  -5, -1
CC(=O)NCCc1csc(C2CCCN(C(=O)c3c(F)cccc3F)C2)n1 (centres undefined)
  -4, -3

# Nothing new here: an excerpt of the list.
# Each structure is followed by: mHTT CaM bind, Pf apPOL block
Cc1c(C(=O)N(C)Cc2ccccc2)oc2ccc(S(=O)(=O)N3CCOCC3)cc12
  -5, -4
Cc1ccccc1-n1nc2c(c1NC(=O)c1ccc(Br)o1)CS(=O)(=O)C2
  -4, -6
CCc1ccc(CNC(=O)C2CC(=O)N(Cc3ccc(OC)cc3)C2)cc1 (centres undefined)
  0, -3
Cn1c(SCC(=O)O)nnc1-c1ccc(NC(=O)c2ccccc2Cl)cc1
  1, 85*
CC1(C(=O)O)NC(c2ccc(O)cc2O)C2C(=O)N(c3ccc(Br)cc3)C(=O)C21 (centres undefined)
  -3, 0
COc1ccc(-c2cc(C(F)(F)F)n3ncc(C(=O)Nc4cc(C)on4)c3n2)cc1OC
  -6, -3
O=C1N/C(=C\c2ccccc2F)C(=O)N1Cc1ccc(Br)cc1
  -2, -5

# Remaining list, next part
# Each structure is followed by: mHTT CaM bind, Pf apPOL block
Cc1ccc(-c2noc(-c3ccc(NCc4ccccc4)nc3)n2)cc1
  3, 4
CCN1CCN(CCNC(=O)c2cc(-c3ccc(Cl)cc3)cn2CC)CC1
  22, -16
O=C(Nc1ccc(Cl)cc1)N1CCOC1c1cccs1 (centres undefined)
  ·, -16
O=C(Nc1ccn(Cc2ccc(F)cc2)n1)c1ccncc1
  4, -5
COc1ccc(N=C(NN)c2ccccc2)cc1
  19, -2
O=C(C1CCCC1)N1CC(c2nc(-c3ccc(F)cc3)no2)C2(CCOCC2)C1 (centres undefined)
  14, -6
CN(CC(=O)N1N=C(c2cccs2)CC1c1ccc(Cl)cc1)C(=O)C1CC1 (centres undefined)
  3, -3
CC(C)c1ccccc1NC(=O)CCN1C(=O)c2cccc([N+](=O)[O-])c2C1=O
  1&-3, 6&-8
CC(C)c1cc(C2CCCN2Cc2ccc(N(C)C)cc2)on1 (centres undefined)
  17, -3
Cc1cc(NC(=O)c2ccc(Cl)c(Cl)c2)ccc1NC(=O)c1ccccc1
  1, -2
CCCCCCCCCCCCN1[C@@H](CC(=O)OC)c2cc(F)ccc2S1(=O)=O
  -40, -5
CCOCCCNC(=O)CC1CCN(C(=O)C2CCCCC2)CC1
  -2, -1
CC1CCc2ccccc2N1C(=O)c1cccs1 (centres undefined)
  -25&-1, -2&-4
CC(=O)COc1ccc2c(c1)OC(=Cc1ccccc1C)C2=O
  27, -4
O=C(/C=C/c1ccc(Br)cc1)Nc1nc2ccccc2s1
  21, 19
O=C(Cn1cnc2scc(-c3ccccc3)c2c1=O)Nc1ccccc1
  9, -10
Cc1ccc(N=Cc2ccc(Cl)cc2Cl)c(O)c1
  12, -3
Cc1ccc(N2CCN(C(=O)c3cccc(N4CCNC(c5ccccc5)C4)n3)CC2)cc1 (centres undefined)
  33, -5
CC(C)(C)C(=O)Nc1nnc(-c2ccccc2)s1
  -5, 4
O=C(CSc1ccc([N+](=O)[O-])cc1Cl)NCc1ccccc1
  ·, -1
O=[N+]([O-])c1ccc(N2CCN(c3ccccc3Cl)CC2)c([N+](=O)[O-])c1
  ·, -2
C=CCOc1ccccc1CNc1cccc(F)c1
  -83, 0
Cc1cc[n+](CC(=O)c2ccccc2)c2ccccc12
  32, -1
O=C(CCCCCN1C(=O)c2cccc([N+](=O)[O-])c2C1=O)Nc1ccccc1Cl
  1, -7
O=C(NC1CCS(=O)(=O)C1)C1CCN(c2nccc(C(F)(F)F)n2)CC1 (centres undefined)
  ·, -3
O=C(C1CCCC1)N1CCN(Cc2noc3ccccc23)CC1
  -5, 0
CC(C)(C)C1CCC2(CC1)NC(=O)N(CC(=O)Nc1ccccc1Cl)C2=O (centres undefined)
  2, -4
COc1ccc(C2SCC(=O)N2c2nnc(C34CC5CC(CC(C5)C3)C4)s2)cc1 (centres undefined)
  -7, 6
Nc1nc(Cn2c(-c3nonc3N)nc3ccccc32)nc(N2CCOCC2)n1
  13, 2
CSc1oc(-c2ccccc2)nc1S(=O)(=O)c1ccc(C)cc1
  -6&0, -11&-3
O=C(c1ccc(-c2cncnc2)nc1)N1CCN(c2ccccc2)CC1
  1, 1
Oc1c(Cl)cc(Cl)cc1C=Nc1ncc(Cl)cc1Cl
  ·, -13
COc1ccccc1C1=NOC(C(=O)NCCCN2CCOCC2)C1 (centres undefined)
  -2, -5
Cc1cccc(CN2CCN(C3CCN(C(=O)NCCc4ccccc4)CC3)C2=O)c1
  23, -6
N=C(N)Cc1c(Cl)cccc1Cl
  ·, 0
COc1ccc(OC)c(Nc2ncc3c(n2)CCN(Cc2ccccc2C)C3)c1
  13, 0
CCCNC(=O)c1ccc(-n2nc(C)c3c2CC(C)(C)CC3=O)cc1
  -2, 5
O=C(NCc1ccc2c(c1)OCO2)C1CCc2sc(C(=O)N3CCOCC3)cc2C1 (centres undefined)
  0, -2
COC(=O)C(C(C)=O)(N1CCOCC1)N1CCOCC1
  -7, ·
O=c1c2ccccc2c(=O)c2c1c(N1CCOCC1)cc1oc3cc(Cl)ccc3[nH]c12
  42, -2

# From PubChem BioAssay
